# TCR activator: activators of T cell receptors. primary human leukocytes, anti-CD3, IL-2 HTRF, 48 h. Potency, µM (top dose mostly 9.22 µM), inactives show at the highest dose activation of IL-2 secretion, hits mostly activators. 330,000 tested, under 10 active. AID 504894; further: % of control where 0% means no effect
#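 Primary human leukocytes were stimulated with a-CD3 beads plus compounds for 48 hr without co-stimulation; secreted IL-2 was quantified by HTRF using a-IL-2-K (europium cryptate) and a-IL-2-d2, excited at 320nm with acceptor emission read at 665nm.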
# B2AR arrestin: agonists driving beta-arrestin recruitment to human beta2-adrenergic receptor; Potency, µM (highest dose often 46.1 µM), inactives show at the highest dose activation, usual class: activators; beta-arrestin recruitment to beta2AR, cell-based reporter; actives 0.02% (n = 330,000); P07550;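 further: potency means the concentration at half of the fitted maximal effect; 0% = DMSO controls and full agonism = EC100 isoproterenol or metaproterenol; nearly all actives have a fitted effect of over 65% in size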
# Target sequence (P07550 whole entry, looked up): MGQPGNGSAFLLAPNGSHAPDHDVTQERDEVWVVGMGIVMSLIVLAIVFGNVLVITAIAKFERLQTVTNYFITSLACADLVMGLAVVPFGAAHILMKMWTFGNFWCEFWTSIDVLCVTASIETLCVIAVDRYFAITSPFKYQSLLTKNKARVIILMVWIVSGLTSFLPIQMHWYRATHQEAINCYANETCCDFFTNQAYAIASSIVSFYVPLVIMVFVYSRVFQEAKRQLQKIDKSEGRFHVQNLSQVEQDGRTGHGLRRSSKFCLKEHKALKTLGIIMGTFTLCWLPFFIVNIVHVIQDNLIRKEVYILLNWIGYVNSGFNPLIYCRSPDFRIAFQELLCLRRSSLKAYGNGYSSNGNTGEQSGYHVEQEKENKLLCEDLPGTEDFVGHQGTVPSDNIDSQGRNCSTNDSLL
# Eya2 phos inh: blocks the phosphatase activity of human Eya2; O00167; recombinant Eya2, OMFP fluorescence dephosphorylation (OMFP is methylfluorescein phosphate); Potency, µM (titrated, usually from 76.9 µM), for the others: top-dose activity, negative = inhibition, hits mostly inhibitors; actives 0.006% (n = 330,000); AID 488837; further: potency means the concentration at half of the fitted maximal effect; on the % scale 0 is the no-effect control and ±100 the full control effect
# Target sequence (O00167 whole entry, looked up): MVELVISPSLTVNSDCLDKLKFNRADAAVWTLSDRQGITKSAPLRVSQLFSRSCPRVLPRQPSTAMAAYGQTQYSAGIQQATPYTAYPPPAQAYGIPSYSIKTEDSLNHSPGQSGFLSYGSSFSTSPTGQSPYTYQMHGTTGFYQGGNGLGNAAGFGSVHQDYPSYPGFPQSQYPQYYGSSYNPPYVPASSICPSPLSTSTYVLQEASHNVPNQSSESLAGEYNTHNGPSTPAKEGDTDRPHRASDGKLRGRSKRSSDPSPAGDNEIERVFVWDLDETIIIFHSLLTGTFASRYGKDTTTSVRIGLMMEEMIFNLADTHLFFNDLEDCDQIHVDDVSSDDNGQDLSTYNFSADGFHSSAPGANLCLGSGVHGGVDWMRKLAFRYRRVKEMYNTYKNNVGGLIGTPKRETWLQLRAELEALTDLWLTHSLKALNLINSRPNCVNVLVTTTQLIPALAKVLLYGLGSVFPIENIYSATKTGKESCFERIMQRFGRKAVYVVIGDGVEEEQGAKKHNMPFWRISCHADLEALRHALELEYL
#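 Eya2 (0.2 uM) preincubated 10 min at ambient with compound, then OMFP substrate added at 50 uM; 10 min reaction in 50 mM HEPES pH 7.5, 50 mM NaCl, 5 uM MgCl2, 0.05% BSA, 1 mM DTT. Fluorescence read at Ex 485/Em 525 nm.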
# USP2a block: USP2a (human) protease inhibition. AID 463254. Potency, µM (series often up to 38.3 µM), without a hit: at the top dose activity change, negative = inhibition, most hits filed as inhibitors. USP2 core, Ub-CHOP2 coupled fluorogenic reporter, 485/531. actives 0.01% (n = 330,000). O75604;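 further: potency means the concentration at half of the fitted maximal effect; plate controls were DMSO wells for no effect and full inhibition by NEM control for full effect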
#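 USP2 core (10nM final) preincubated 30min RT with compound in 20mM Tris-HCl pH 8.0, 2mM CaCl2, 2mM beta-mercaptoethanol, 0.05% CHAPS; 25nM Ub-CHOP2 plus 25nM reporter substrate added, fluorescence (Ex485/Em531) read after 60min.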
# Mito fusion yeast: mitochondrial division inhibition or fusion activation. S. cerevisiae fusion-defective mutant growth rescue, CellTiterGlo 48 h. actives 0.23% (n = 320,000). AID 485298. Potency, µM (series often up to 46.1 µM), without a hit: at the highest dose growth rescue (activation), actives largely listed as activators;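 further: potency means the concentration at half of the fitted maximal effect; % of control where 0% means no effect; nearly all actives have a fitted effect of over 45% in size; temperature-sensitive fusion mutants such as fzo1-1 at 37 °C on non-fermentable ethanol glycerol medium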
#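 Temperature-sensitive fusion-defective S. cerevisiae (e.g. fzo1-1, mgm1-5) were grown with compound in YPEG medium (3% ethanol, 3% glycerol) for 48 hours at 37C. Growth rescue was measured as viability by CellTiterGlo luminescence after 10 minutes at ambient.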
# uPA surface inh: inhibitors of cell surface uPA generation; AID 540303; Potency, µM (titrated, usually from 38.3 µM), inactives show top-dose activity change, negative = inhibition, most hits filed as inhibitors; cell surface uPA generation assay, qHTS; actives 0.31% (n = 330,000); active means well fitted inhibition curve with a large enough effect; inconclusive means small, poorly fitted or top-dose-only effect; inactive means no such curve, though single readings can be large or run the other way; tested in mouse RAW 264.7 cells; further: potency means the concentration at half of the fitted maximal effect; on the % scale 0 is the no-effect control and ±100 the full control effect; nearly all actives have a fitted effect of over 55% in size
# PTAP TSG101 blk: blocks PTAP/TSG101 interaction to inhibit HIV-1 budding; Q99816; Fluorescence polarization, FITC-PTAP peptide / Tsg101 binding; Potency, µM (highest dose often 115 µM), inactives show at the highest dose activity change, negative = inhibition, hits mostly inhibitors; 340,000 tested, under 10 active; active means well fitted inhibition curve with a large enough effect in the main read-out, with a control signal flat, not every such curve was filed as active; inconclusive means small, poorly fitted or top-dose-only effect, or effect the other way, or a change in a side signal; inactive means no such curve, though single readings can be large or run the other way; further: potency means the concentration at half of the fitted maximal effect; % of control where 0% means no effect
#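 FP read-out: FITC-PTAP peptide, 50 nM final, binding Tsg101 binding domain, 10 uM final; 20 min, r.t.; 10 mM HEPES pH 7.5, 0.15 M NaCl, 0.01% Tween 20, 3 mM EDTA, 0.1 mM TCEP.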
# Tb PFK inh: T. brucei PFK enzyme inhibition. actives 0.17% (n = 330,000). Potency, µM (top dose mostly 57.5 µM), without a hit: at the top dose activity, negative = inhibition, most hits filed as inhibitors. O15648. AID 485367. T. brucei PFK, ADP-Glo luminescence;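 further: potency means the concentration at half of the fitted maximal effect; 0% = uninhibited 1x PFK enzyme wells and -100% = no-enzyme wells; nearly all actives have a fitted effect of over 60% in size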
#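 Compounds were pin-transferred as a titration series up to 57 uM into substrate buffer (0.5 mM F6P, 0.1 mM ATP, pH 8.0), then 1.25 nM PFK was added and reactions ran 45 min before ADP-Glo detection.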
# Chronic BCR inh: chronic active BCR signaling inhibition; actives 0.05% (n = 340,000); ABC-DLBCL IkBa-CBG/CBR reporter, luminescence ratio, 4 h; AID 493014; Potency, µM (top dose mostly 46.1 µM), for inactives: top-dose ratio change, negative = lower green/red ratio, hits mostly inhibitors; active means well fitted inhibition curve with a large enough effect in the signal ratio, with a control signal flat, not every such curve was filed as active; inconclusive means small, poorly fitted or top-dose-only effect, or effect the other way, or a change in a side signal; the % refers to the signal ratio;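 further: potency means the concentration at half of the fitted maximal effect; plate controls were basal doxycycline-induced cells for no effect and cells given 10 µM MG132 for full effect; MG132 reads +100%, hits lower the ratio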
#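 TMD8 human ABC-DLBCL cells with doxycycline-inducible IκBα–green luciferase fusion and unfused red luciferase, in 0.5% FBS medium; compounds up to 46 uM, 4 h at 37C. Green/red luminescence ratio, filter-overlap corrected, fitted to concentration-response curves.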
# ELG1 DNA repair: blocks ELG1-dependent DNA repair in HEK293T cells. HEK293T ELG1-luciferase reporter, luminescence, 16 h; DNA damage induced by 5-fluorouridine. Potency, µM (doses to about 46.1 µM), for the others: top-dose activity change, negative = inhibition, usual class: inhibitors. actives 2.3% (n = 330,000); further: potency means the concentration at half of the fitted maximal effect; on the % scale 0 is the no-effect control and ±100 the full control effect; nearly all actives have a fitted effect of over 55% in size
#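 Luminescence from the luciferase reporter, measured 30 min after ONE-Glo reagent at room temperature, was the read-out. Beforehand, 2,000 cells per well were exposed for 16 hr at 37 °C to 5-fluorouridine together with compound or vehicle.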
# TSHR antagonist: blocks TSH signaling through the human TSH receptor; AID 504810; P16473; actives 0.2% (n = 330,000); activity change, negative = inhibition, % at 11.5 µM; TSHR-expressing cells, TSH-stimulated cAMP HTRF, 2 h; hits give low values;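 active means activity change below a set negative limit, meaning inhibition stronger than a set level, cut at about -70% in these data; inconclusive means activity change between two set negative limits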; further: on the % scale 0 is the no-effect control and ±100 the full control effect
#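 Read-out is FRET at 665 nm (cryptate excitation 337 nm) from a cryptate-tagged anti-cAMP antibody, competed by cell cAMP against cAMP-d2. Compounds are tested on freshly harvested TSHR cells challenged with 4nM TSH (EC80) for 2 hours at 37 deg C.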
# Active calls of the source: *; ? = inconclusive; . = no result given; [ ] = dose if it differs, or a comment. Unless noted, the call rests on the fitted dose curve; in most records, active means well fitted curve in the direction sought with a large enough effect; inconclusive means small, poorly fitted or top-dose-only effect, or another doubt; inactive means no such curve, though single readings can be large; an effect the other way counts as inactive or inconclusive. Not a hit list; about 3% have a hit in one of these screens.
# Second line of a record: TCR activator, B2AR arrestin, Eya2 phos inh, USP2a block, Mito fusion yeast, uPA surface inh, PTAP TSG101 blk, Tb PFK inh, Chronic BCR inh, ELG1 DNA repair, TSHR antagonist
COCCCNC(=O)c1cc(Nc2ccc(OC)cc2OC)nc2ccccc12
→ 9%, 0.4%, 2%, 2%, 0%, -13%, -3%, 4%, ?, -14%, -2
CCCC(=O)Nc1ccc(C(=O)Nc2nnc(COCC)s2)cc1
→ 2%[46.1 µM], -0.2%, -9%, 2%, -2%, -2%, 1%, 2%, 18%, -6%, -12
CN(CC1CCOCC1)C(=O)CC1C(=O)NCCN1Cc1ccc(Cl)c(F)c1 (configuration not stated)
→ 1%, -0.2%, ?, 10%, -10%, -2%, -9%, -10%, -1%, 0%, 17
CO/N=C(\C)c1ncc(C(F)(F)F)cc1N1CCOCC1
→ -4%, 0.0%, 3%, 0%, 1%, 4%, -6%, -4%, 12%, 10%, 8
CCOc1cccc(C(=O)Nc2ccncc2)c1
→ -8%, -0.5%, 11%, 0%, 2%, -1%, -2%, 0%, ?, ?, -2
C=CCn1c(SCC(=O)NC2CCS(=O)(=O)C2)nnc1-c1cc2c(s1)CCC(CC)C2 (configuration not stated)
→ 9%[46.1 µM], -0.6%, 6%, 1%, -4%, -8%, 11%, 0%, ?, ?, 0
COc1ccc(C2CC(=O)Oc3cc(OC)ccc32)cc1 (configuration not stated)
→ 2%[46.1 µM], -0.3%, -8%, 3%, ., 9%, -4%, -1%, ?, 4%, -22
Cc1cccc(NC(=O)c2cccc(C(=O)Nc3cccc(C)n3)c2)n1
→ -5%, -0.8%, -6%, 2%, 1%, 6%, 0%, -4%, -16%, -10%, 26
Cc1c(NC(=O)COC(=O)c2ccc(Br)o2)c(=O)n(-c2ccccc2)n1C
→ ., 0.4%, 0%, 4%, -5%, -2%, 3%, 1%, 1%, 2%, 2
O=P1(c2ccccc2)C=Cn2c1cc1c2CCCC1 (configuration not stated)
→ -2%, 0.4%, -5%, -1%, -4%, 14%, -8%, -8%, 0%, 2%, -17
O=C(NCCC1=CCCCC1)c1ccc(F)c(S(=O)(=O)N2CCOCC2)c1
→ -5%, 0.4%, -24%, 0%, 1%, 9%, 0%, -3%, 1%, ?, -10
O=c1oc2ccccc2c2c1ncn2-c1ccccc1
→ 0%, -0.2%, 9%, 1%, 6%, ., -9%, 6%, ?, 4%, 0
CC12CC3(C)CC(C)(C1)CC(C(=O)NCc1cccnc1)(C2)C3
→ -1%, -0.5%, -8%, 3%, 9%, 4%, 0%, 1%, -2%, 4%, 3
CCOC(=O)c1nc(-c2ccccc2)oc1N1CCOCC1
→ 1%, -0.8%, -3%, 2%, -6%, 2%, 0%, -3%, -7%, -7%, 0
CN(C)CCCN(C(=O)c1ccc2ccccc2c1)c1nc2cc3c(cc2s1)OCO3
→ 3%, -0.4%, -11%, -1%, -14%, -3%, -4%, 3%, -11%, -1%, -2

# 8 of these compounds, reformatted:
mol,TCR activator,B2AR arrestin,Eya2 phos inh,USP2a block,Mito fusion yeast,uPA surface inh,PTAP TSG101 blk,Tb PFK inh,Chronic BCR inh,ELG1 DNA repair,TSHR antagonist
Cc1cccc(NC(=O)c2cccc(C(=O)Nc3cccc(C)n3)c2)n1,-5%,-0.8%,-6%,2%,1%,6%,0%,-4%,-16%,-10%,26
Cc1c(NC(=O)COC(=O)c2ccc(Br)o2)c(=O)n(-c2ccccc2)n1C,.,0.4%,0%,4%,-5%,-2%,3%,1%,1%,2%,2
O=P1(c2ccccc2)C=Cn2c1cc1c2CCCC1 (configuration not stated),-2%,0.4%,-5%,-1%,-4%,14%,-8%,-8%,0%,2%,-17
O=C(NCCC1=CCCCC1)c1ccc(F)c(S(=O)(=O)N2CCOCC2)c1,-5%,0.4%,-24%,0%,1%,9%,0%,-3%,1%,?,-10
O=c1oc2ccccc2c2c1ncn2-c1ccccc1,0%,-0.2%,9%,1%,6%,.,-9%,6%,?,4%,0
CC12CC3(C)CC(C)(C1)CC(C(=O)NCc1cccnc1)(C2)C3,-1%,-0.5%,-8%,3%,9%,4%,0%,1%,-2%,4%,3
CCOC(=O)c1nc(-c2ccccc2)oc1N1CCOCC1,1%,-0.8%,-3%,2%,-6%,2%,0%,-3%,-7%,-7%,0
CN(C)CCCN(C(=O)c1ccc2ccccc2c1)c1nc2cc3c(cc2s1)OCO3,3%,-0.4%,-11%,-1%,-14%,-3%,-4%,3%,-11%,-1%,-2

# Carrying on.
# Second line of a record: TCR activator, B2AR arrestin, Eya2 phos inh, USP2a block, Mito fusion yeast, uPA surface inh, PTAP TSG101 blk, Tb PFK inh, Chronic BCR inh, ELG1 DNA repair, TSHR antagonist
O=C(c1ccco1)N1CCN(S(=O)(=O)c2ccc3c(c2)OCCO3)CC1
→ 3%, -0.2%, 2%, -2%, -2%, -3%, -2%, 2%, -8%, -20%, -3
CCN(CC)c1ccc2cc(-c3nc4ccccc4[nH]3)c(=O)oc2c1
→ -4%, 2.6%, ?, ?, 1%, -10%, ?, 0%, 8%, ?, -8
O=C(COC(=O)c1n[nH]c2ccccc12)c1cc(F)ccc1F
→ -1%, 0.5%, 5%, 2%, -4%, 11%, -2%, 1%, -1%, 5%, 6
OCCN(Cc1ccccc1)CC(O)COc1ccc2c(c1)OCO2 (configuration not stated)
→ -7%, 0.0%, -8%, -1%, -5%, -8%, -2%, 7%, -3%, 0%, 7
CC(C)(C)Cc1nnc(NC(=O)CN2C(=O)c3ccccc3C2=O)s1
→ -5%, -0.1%, 5%, 2%, 3%, 2%, -7%, -2%, -1%, -16%, 1
O=C(Nc1nnc(C2CC2)s1)C1COc2ccccc2O1 (configuration not stated)
→ -15%, 0.0%, 0%, 1%, -2%, 0%, 4%, -1%, ?, ?, -5
Nc1nc(-c2ccc3c(c2)CCC(=O)N3)cs1
→ -19%, 0.2%, 0%, 1%, 3%, -6%, -3%, -12%, ?, ?, 6
O=C1C2CCCN2C(c2ccccc2)N1c1ccc(F)cc1 (configuration not stated)
→ -1%, -1.0%, 6%, 1%, -2%, -22%, 0%, 0%, 4%, 14%, 7
Cc1ccc(NC(=O)CSc2n[nH]c(=O)n2C2CC2)cc1S(=O)(=O)N1CCOCC1
→ -2%, -0.4%, 1%, 5%, -5%, -5%, 0%, 1%, -7%, -6%, 16
Cc1cccc(-c2noc(CCC(=O)Nc3ccc(C(N)=O)cc3)n2)c1
→ -4%, -0.8%, 16%, 1%, -3%, 4%, 0%, 2%, 9%, ?, -3
Cc1cccc(NC(=O)c2cc(NC(=O)C3CC=CCC3C(=O)O)ccc2N2CCOCC2)c1 (configuration not stated)
→ -2%, -0.2%, 11%, 3%, -8%, ., -4%, -2%, 1%, -1%, 5
c1ccc(Nc2ccnc(Nc3ccccc3)n2)cc1
→ 0%, -0.4%, 5%, 2%, 22%, -12%, -1%, 6%, -18%, ?, 1
NS(=O)(=O)c1ccc(NN=C2CCN(Cc3ccccc3)CC2)c([N+](=O)[O-])c1
→ ., 0.1%, -23%, 0%, 0%, -4%, 2%, -1%, ?, 4%, 10
Cc1cccc(NC(=O)c2ccc(S(=O)(=O)NCc3cccnc3)cc2)c1C
→ 1%, -0.3%, 1%, 2%, 0%, -11%, -1%, 0%, -3%, -6%, -4
COc1ccc(N(CC(=O)NCc2ccco2)S(C)(=O)=O)c(OC)c1
→ -7%, -0.7%, 5%, 1%, 0%, -1%, -1%, -7%, 2%, 7%, -8
COc1ccc2oc(=N)c(C(=O)Nc3cccc(C)c3C)cc2c1
→ ., -1.0%, 5%, 0%, 2%, 2%, 0%, -1%, -7%, ?, 3
